TEAD-YAP block – TEAD-YAP interaction inhibition; HEK-TIYL cells, TEAD-Gal4/YAP UAS-luciferase luminescence; inhibition, % at 9.12 µM; hit rate 1.4% among 640,000; AID 1259422; in the data active means inhibition above about 32%;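 further: 0% = median of test compound wells and 100% = reference inhibitor wells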
MITF inh – inhibitors of human MITF; AlphaScreen MITF homodimerization, bead proximity signal; hit rate 0.91% among 650,000; O75030; inhibition, % at 2.6 µM; AID 1259374; in the data active means inhibition above about 50%;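 further: 0% = vehicle wells with protein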
GPR151 activ – activators of human GPR151 | Q8TDV0 | PathHunter beta-arrestin GPR151 cells, luminescence | activation, % at 11.2 µM | hit rate 1% among 650,000; in the data active means activation above about 4.9%;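 further: 0% = median of compound wells and 100% = cells with positive control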
FBW7 act – human FBW7 E3 ligase activation, primary screen | AlphaScreen FBW7–phospho-cyclin E peptide binding, activator screen | AID 1259310 | hit rate 0.13% among 650,000 | normalized activity (activation), % at 26.1 µM; in the data active means normalized activity above about 1.9%;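 further: purified mutant Fbw7 with reduced substrate affinity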
Target sequence (Q969H0 whole entry, looked up): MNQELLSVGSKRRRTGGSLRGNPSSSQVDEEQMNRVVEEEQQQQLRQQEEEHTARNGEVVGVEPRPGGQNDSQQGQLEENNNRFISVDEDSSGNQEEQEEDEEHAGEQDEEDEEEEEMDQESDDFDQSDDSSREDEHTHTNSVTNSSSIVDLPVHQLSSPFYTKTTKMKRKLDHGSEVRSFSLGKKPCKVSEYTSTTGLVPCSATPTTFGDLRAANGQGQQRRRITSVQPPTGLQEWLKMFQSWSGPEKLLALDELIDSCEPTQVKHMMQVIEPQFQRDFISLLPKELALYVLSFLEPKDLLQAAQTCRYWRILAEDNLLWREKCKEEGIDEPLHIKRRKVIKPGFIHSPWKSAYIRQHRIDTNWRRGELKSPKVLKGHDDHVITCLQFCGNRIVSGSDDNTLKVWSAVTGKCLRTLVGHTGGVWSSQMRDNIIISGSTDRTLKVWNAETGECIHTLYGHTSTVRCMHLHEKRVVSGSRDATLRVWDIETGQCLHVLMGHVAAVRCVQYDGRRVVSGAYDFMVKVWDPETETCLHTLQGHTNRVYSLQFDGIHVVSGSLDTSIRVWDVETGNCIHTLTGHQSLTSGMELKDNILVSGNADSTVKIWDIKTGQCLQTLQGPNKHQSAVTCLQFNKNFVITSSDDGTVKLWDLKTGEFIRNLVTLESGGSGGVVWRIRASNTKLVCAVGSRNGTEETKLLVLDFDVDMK
Numbers without * were called inactive. Compounds were not picked by outcome; overall some 3.5% were active at least once.

Cc1ccc2cc3cc(C(=O)O)oc3nc2c1 was read as TEAD-YAP block 7, MITF inh -2, GPR151 activ -5.0 and FBW7 act -0.1.
Screening O=C(O)c1c(CNCc2ccco2)c2ccccc2n1Cc1ccccc1 returned TEAD-YAP block -16, MITF inh -11, GPR151 activ -0.4 and FBW7 act 0.2.
O=C(Nc1ncc(Cc2cccc(Cl)c2Cl)s1)C1=NCCN1 was read as TEAD-YAP block 4, MITF inh 3, GPR151 activ -0.2 and FBW7 act -0.1.
Screening COC(=O)C1=CN(C23CC4CC(CC(C4)C2)C3)C=C(C(=O)OC)C1c1cccc([N+](=O)[O-])c1 returned TEAD-YAP block 1, MITF inh -2, GPR151 activ 3.1 and FBW7 act 0.4.
`O=C1NC(=O)/C(=C/c2ccccc2[N+](=O)[O-])N1` gave TEAD-YAP block 2, MITF inh 12, GPR151 activ -0.4 and FBW7 act -0.1.
For CCOc1cc(C2NC(=O)NC(C)=C2C(=O)OC)cc(Br)c1OCC(C)C (stereo not drawn) the results were TEAD-YAP block -11, MITF inh 4, GPR151 activ 2.0 and FBW7 act -0.2.
COc1ccc(NC(=O)CSc2nc3cc4c(cc3cc2C#N)OCCO4)cc1 was read as TEAD-YAP block 31, MITF inh -9, GPR151 activ -1.3 and FBW7 act -0.2.
Cc1ccnc(NCCCc2ccccc2)n1 was read as TEAD-YAP block -8, MITF inh -2, GPR151 activ -0.7 and FBW7 act 0.0.
CCOC(=O)c1ccc(CNCc2ccc(C)cc2)cc1 was read as TEAD-YAP block 11, MITF inh 3, GPR151 activ 0.1 and FBW7 act 0.0.
`Cc1ccc(NC(=O)N2CCc3cc(S(=O)(=O)N4CCC(C)CC4)ccc32)cc1F` gave TEAD-YAP block 0, MITF inh 13, GPR151 activ 1.4 and FBW7 act 0.4.
For CCOc1cc(CNC)cc(Br)c1OCC the results were TEAD-YAP block 4, MITF inh -2, GPR151 activ -0.8 and FBW7 act 0.1.
COc1cccc(-n2c(C)cc(/C=C3\NC(=O)N(c4ccccc4)C3=O)c2C)c1 was read as TEAD-YAP block 12, MITF inh 9, GPR151 activ -0.9 and FBW7 act -0.3.
CC(=O)Nc1ccc(N/C=C(\C#N)c2nc(-c3ccc(C)cc3C)cs2)cc1 was read as TEAD-YAP block 1, MITF inh -5, GPR151 activ -0.3 and FBW7 act -0.1.
For O=C(CCN1C(=O)COc2ccccc21)NCCc1ccccc1 the results were TEAD-YAP block -5, MITF inh -15, GPR151 activ -0.3 and FBW7 act 0.1.
For O=C(CSc1nc2ccccc2s1)Nc1cc(C(=O)O)cc(C(=O)O)c1 the results were TEAD-YAP block -9, MITF inh -14, GPR151 activ 0.4 and FBW7 act -0.1.
Screening CCCOC(=O)c1ccc(OCC(O)Cn2cnc3cc(C)c(C)cc32)cc1 (stereo not drawn) returned TEAD-YAP block 0, MITF inh -6, GPR151 activ 0.8 and FBW7 act 0.1.
Screening CCOC(=O)CSc1nc(NCc2ccc(Cl)cc2)c2ccccc2n1 returned TEAD-YAP block 6, MITF inh 11, GPR151 activ 0.4 and FBW7 act 0.2.
For CC(=O)N[C@@H](CC(C)C)C(=O)N1CCC(C2(C)NC(=O)N(Cc3ccsc3)C2=O)CC1 (stereo partly drawn) the results were TEAD-YAP block -2, MITF inh -4, GPR151 activ 1.4 and FBW7 act 0.0.
Screening O=C(Nc1ccnn1C1CCN(Cc2ccc(F)cc2F)CC1)c1ccc2c(c1)OCO2 returned TEAD-YAP block 5, MITF inh -2, GPR151 activ 0.9 and FBW7 act 0.0.
For CN(C)c1ccc(NC(=O)Cc2ccc(Cl)cc2)cc1 the results were TEAD-YAP block -11, MITF inh -5, GPR151 activ 0.1 and FBW7 act -0.1.

A run of entries from further up:
Cc1ccc2cc3cc(C(=O)O)oc3nc2c1 was read as TEAD-YAP block 7, MITF inh -2, GPR151 activ -5.0 and FBW7 act -0.1.
Screening O=C(O)c1c(CNCc2ccco2)c2ccccc2n1Cc1ccccc1 returned TEAD-YAP block -16, MITF inh -11, GPR151 activ -0.4 and FBW7 act 0.2.
O=C(Nc1ncc(Cc2cccc(Cl)c2Cl)s1)C1=NCCN1 was read as TEAD-YAP block 4, MITF inh 3, GPR151 activ -0.2 and FBW7 act -0.1.
Screening COC(=O)C1=CN(C23CC4CC(CC(C4)C2)C3)C=C(C(=O)OC)C1c1cccc([N+](=O)[O-])c1 returned TEAD-YAP block 1, MITF inh -2, GPR151 activ 3.1 and FBW7 act 0.4.
`O=C1NC(=O)/C(=C/c2ccccc2[N+](=O)[O-])N1` gave TEAD-YAP block 2, MITF inh 12, GPR151 activ -0.4 and FBW7 act -0.1.
For CCOc1cc(C2NC(=O)NC(C)=C2C(=O)OC)cc(Br)c1OCC(C)C (stereo not drawn) the results were TEAD-YAP block -11, MITF inh 4, GPR151 activ 2.0 and FBW7 act -0.2.
COc1ccc(NC(=O)CSc2nc3cc4c(cc3cc2C#N)OCCO4)cc1 was read as TEAD-YAP block 31, MITF inh -9, GPR151 activ -1.3 and FBW7 act -0.2.
Cc1ccnc(NCCCc2ccccc2)n1 was read as TEAD-YAP block -8, MITF inh -2, GPR151 activ -0.7 and FBW7 act 0.0.
CCOC(=O)c1ccc(CNCc2ccc(C)cc2)cc1 was read as TEAD-YAP block 11, MITF inh 3, GPR151 activ 0.1 and FBW7 act 0.0.
`Cc1ccc(NC(=O)N2CCc3cc(S(=O)(=O)N4CCC(C)CC4)ccc32)cc1F` gave TEAD-YAP block 0, MITF inh 13, GPR151 activ 1.4 and FBW7 act 0.4.
For CCOc1cc(CNC)cc(Br)c1OCC the results were TEAD-YAP block 4, MITF inh -2, GPR151 activ -0.8 and FBW7 act 0.1.

More structures follow.
Screening CC(=O)NCCNC(=O)c1ccc(C(C)C)cc1 returned TEAD-YAP block -6, MITF inh 14, GPR151 activ 1.3 and FBW7 act 0.0.
`CCn1ccnc1CNCc1ccc(OCC(O)CN(C)Cc2ccccc2)cc1` (stereo not drawn) gave TEAD-YAP block 3, MITF inh 6, GPR151 activ -2.2 and FBW7 act -0.2.
Cn1c(N)c(Br)c(=O)[nH]c1=O was read as TEAD-YAP block 4, MITF inh 15, GPR151 activ -0.9 and FBW7 act 0.3.
Screening O=C1CCCN1C(c1ccc(Br)cc1)N1CCCC1=O returned TEAD-YAP block 5, MITF inh -5, GPR151 activ 2.3 and FBW7 act -0.2.
Cc1nc(N2CCOCC2)sc1C(=O)NNC(=O)CCc1c[nH]c2ccccc12 was read as TEAD-YAP block -2, MITF inh 6, GPR151 activ 0.7 and FBW7 act 0.0.
For O=C1CC(N2CCC(O)(c3ccc(Br)cc3)CC2)C(=O)N1c1cccc(F)c1 (stereo not drawn) the results were TEAD-YAP block 10, MITF inh 9, GPR151 activ -0.6 and FBW7 act 0.7.
COC(=O)Cn1c(C)nc2c(sc3nc(C)cc(C)c32)c1=O was read as TEAD-YAP block -37, MITF inh 7, GPR151 activ 0.1 and FBW7 act 0.1.
Screening CC(=O)Nc1cc(CNCc2ccccc2C)cc(C(=O)N2CCN(C)CC2)c1 returned TEAD-YAP block -5, MITF inh -8, GPR151 activ -1.0 and FBW7 act -0.2.
`COCCCNC(=O)c1ccc(C)c(S(=O)(=O)Nc2ccc(C)c(C)c2)c1` gave TEAD-YAP block 11, MITF inh 10, GPR151 activ -3.0 and FBW7 act 0.4.
`COc1ccc2cc3c(N)nn(C(=O)Cc4ccccc4OC)c3nc2c1` gave TEAD-YAP block 33*, MITF inh 21, GPR151 activ -0.7 and FBW7 act 0.1.
Screening CCc1ccc2oc(-c3cc(NC(=O)c4cc(OC)c(OC)c(OC)c4)ccc3O)nc2c1 returned TEAD-YAP block 2, MITF inh 4, GPR151 activ -0.1 and FBW7 act 0.0.
Screening CN(CC(=O)N1CCC(C(N)=O)CC1)S(=O)(=O)c1ccc2ccccc2c1 returned TEAD-YAP block 0, MITF inh -10, GPR151 activ -0.1 and FBW7 act 0.0.
`COc1cc2c(cc1OC)C(c1cc(OC)c(OC)cc1[N+](=O)[O-])CC(=O)N2` (stereo not drawn) gave TEAD-YAP block 5, MITF inh 3, GPR151 activ -0.8 and FBW7 act -0.1.
O=C1[C@@H]2C[C@@H](O)CN2C(=O)[C@H]2CN(Cc3ccccc3)CCN12 was read as TEAD-YAP block -10, MITF inh -8, GPR151 activ -0.4 and FBW7 act 0.3.
Cc1ccc2nc(N3CCC(NCCc4cccc(F)c4)CC3)nc(C)c2c1 was read as TEAD-YAP block 2, MITF inh -1, GPR151 activ -1.6 and FBW7 act -0.1.
Screening COC(=O)CSC1=C(C#N)C(c2ccccc2Cl)C(C(=O)Nc2ccccc2OC)=C(C)N1 (stereo not drawn) returned TEAD-YAP block 0, MITF inh 8, GPR151 activ 0.4 and FBW7 act -0.1.
CCCNc1nc(Nc2cnccn2)nc2c1ncn2CCN1CCCC1=O was read as TEAD-YAP block 11, MITF inh 7, GPR151 activ -0.4 and FBW7 act 1.8.
Screening COc1ccc(N=Cc2c(O)n(-c3ccc(F)cc3)c(=O)[nH]c2=O)c(OC)c1 returned TEAD-YAP block -2, MITF inh -20, GPR151 activ -0.4 and FBW7 act 0.0.
For CCOC(=O)C(=O)Nc1cc(Cl)ccc1C the results were TEAD-YAP block 4, MITF inh -18, GPR151 activ -0.6 and FBW7 act -0.1.
C=C(C)Cn1c(SC)nc2sc3c(c2c1=O)CCC(C(C)(C)C)C3 (stereo not drawn) was read as TEAD-YAP block -4, MITF inh 15, GPR151 activ -0.4 and FBW7 act 0.0.
`CN1CCN(c2ncnc3oc(-c4ccccc4)c(-c4ccccc4)c23)CC1` gave TEAD-YAP block -44, MITF inh -3, GPR151 activ 1.0 and FBW7 act -0.1.
CCC1=NN(C(=O)c2cccc(O)c2)C(O)(c2ccc(OC)cc2)C1 (stereo not drawn) was read as TEAD-YAP block -10, MITF inh 18, GPR151 activ 0.3 and FBW7 act 0.5.
Screening O=C(NCC(c1ccco1)S(=O)(=O)c1ccc(F)cc1)c1cccs1 (stereo not drawn) returned TEAD-YAP block 7, MITF inh 13, GPR151 activ -1.9 and FBW7 act 0.2.
CC(NC(=O)c1cnn2c(C(F)(F)F)cc(-c3ccccc3)nc12)c1ccccc1 (stereo not drawn) was read as TEAD-YAP block -6, MITF inh 5, GPR151 activ 0.9 and FBW7 act 0.0.
Screening CCc1cc2c(C)cc(=O)oc2cc1OCC(=O)c1ccc(C)cc1 returned TEAD-YAP block 9, MITF inh -2, GPR151 activ -0.1 and FBW7 act -0.1.
Screening O=C(Nc1ccccc1Cl)c1cc(=O)c2ccccc2o1 returned TEAD-YAP block -39, MITF inh 12, GPR151 activ -0.9 and FBW7 act 0.0.
Screening Cc1ccc(S(=O)(=O)N2CCOC(c3ccccc3)C2)s1 (stereo not drawn) returned TEAD-YAP block 8, MITF inh 11, GPR151 activ 0.8 and FBW7 act 0.1.
O=C(NCc1ccco1)C1CCN(Cc2cccc(Cl)c2Cl)CC1 was read as TEAD-YAP block 6, MITF inh 51*, GPR151 activ -0.2 and FBW7 act 0.2.
For COCCN1COc2c(cc(Cl)c3cccnc23)C1 the results were TEAD-YAP block -5, MITF inh 66*, GPR151 activ -1.4 and FBW7 act -1.1.
Screening COc1ccc(CCNc2cc(C)nc(-c3c(C)noc3C)n2)cc1 returned TEAD-YAP block -19, MITF inh -1, GPR151 activ -0.6 and FBW7 act -0.2.
CCOC(=O)c1sc(NC(=O)CSc2nnc(CNC(=O)c3ccccc3OC)n2-c2cccc(Cl)c2)c(C(=O)OCC)c1C was read as TEAD-YAP block 0, MITF inh -19, GPR151 activ -0.2 and FBW7 act 0.0.
Screening O=C1CC2([N+](=O)[O-])CN(Cc3ccccc3)CC([N+](=O)[O-])(C1)C2 returned TEAD-YAP block -3, MITF inh 6, GPR151 activ -1.0 and FBW7 act 0.4.
For COc1cc(N2CCN(S(=O)(=O)c3cc(C)ccc3OC)CC2)nc(C)n1 the results were TEAD-YAP block -2, MITF inh 6, GPR151 activ -1.3 and FBW7 act 0.0.
`COCCn1nnnc1CN1CCN(c2cccc(C(F)(F)F)c2)CC1` gave TEAD-YAP block 26, MITF inh 7, GPR151 activ 0.1 and FBW7 act -0.1.
`O=C(Cn1nnc(-c2ccccc2F)n1)Nc1ccc2c(c1)CCC2` gave TEAD-YAP block -2, MITF inh 7, GPR151 activ -1.0 and FBW7 act -0.1.
O=C(NCc1cccnc1)c1ccc(-c2ccc(N3CCOCC3)nc2)s1 was read as TEAD-YAP block -13, MITF inh -7, GPR151 activ -1.8 and FBW7 act -0.1.
CCOc1ccc(CN2CCN(S(=O)(=O)CC)CC2)cc1OC was read as TEAD-YAP block -5, MITF inh 37, GPR151 activ -0.9 and FBW7 act -0.1.
CC(=O)N(c1ccccc1)C1CC(C)N(C(=O)c2cccc(Cl)c2)c2ccccc21 (stereo not drawn) was read as TEAD-YAP block -8, MITF inh -3, GPR151 activ -0.4 and FBW7 act -0.3.
Screening CCSc1nnc(NC(=O)c2ccccc2Cl)s1 returned TEAD-YAP block -33, MITF inh 9, GPR151 activ -2.0 and FBW7 act 0.3.
Cc1cccn2cc(CCNS(=O)(=O)c3ccccc3F)nc12 was read as TEAD-YAP block -3, MITF inh 1, GPR151 activ -1.5 and FBW7 act 0.2.
For CCNC(=O)Nc1ccc(Br)cc1C(=O)OC the results were TEAD-YAP block 15, MITF inh 14, GPR151 activ 3.7 and FBW7 act 0.1.
`COc1ccc(OCCOCCNCCN)cc1` gave TEAD-YAP block 5, MITF inh 8, GPR151 activ 0.7 and FBW7 act 0.0.
Screening O=C(Cn1cc(SCc2cccc(F)c2)c2ccccc21)N1CCCC1 returned TEAD-YAP block -21, MITF inh 1, GPR151 activ 0.2 and FBW7 act 0.0.

Compound activity as filed in PubChem.
